# EWS-Fli inh: EWS/Fli-driven NR0B1 reporter inhibitors, primary screen, A673 cells, NR0B1 luciferase, luminescence, MLPCN library. viability-normalised. inhibition, % at 12.6 µM. 350,000 tested, 0.67% active;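 active = mean inhibition of at least 50% after viability correction, with every replicate also passing that limit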;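 note: firefly luciferase signal divided by Alamar Blue viability fluorescence both relative to DMSO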
# S100A4 inh HTS: inhibitors of S100A4-myosin IIA peptide binding, primary screen, biochemical, fluorescence polarization, TAMRA-MyoIIA peptide; inhibition, % at 10.7 µM; 360,000 tested, 0.14% active;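 active = mean inhibition of at least 70% across replicates, with every replicate also reaching that level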
#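 incubation = readout 5 min after mixing, signal stable up to 60 min | system = S100A4 monomer protein | buffer or medium = HEPES pH 7.2 with CaCl2, KCl, NaCl, DTT, Triton | benchmarks = neutral control DMSO, positive control TFP | also added = fluorescent myosin IIA peptide, 5 nM | compound dosing = one concentration per compound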
# XiGFP reactiv: activators of inactive X chromosome reactivation, primary screen, imaging, XiGFP fibroblasts, GFP high-content imaging, set 2 | XiGFP mouse fibroblasts, % GFP-positive cells imaging, 3 d; cells co-treated with 5-aza-dC sensitizer; scaled so ellipticine positive control = 100% | activation, % at 7.58 µM | 360,000 tested, 0.055% active;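 active = mean normalized replicate activation at least 10% and every replicate at or above 10%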;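 note: 0% = median of on-plate neutral control wells and 100% = ellipticine 6 µM median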
#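 System: SV40-immortalized XiGFP fibroblast cells, line 68-5-11 / Incubation: 3-day compound exposure, then 15 min fixation at room temperature / Compound: single concentration per compound, delivered by pin transfer / Buffer or medium: DMEM plus 5-aza-dC sensitizer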
# RAD54 branch: inhibitors of human RAD54 branch migration, primary screen, biochemical, fluorescence, single point | DNA repair and recombination protein RAD54-like (Homo sapiens), Q92698 | RAD54 Holliday junction branch migration, FAM/BHQ fluorescence | inhibition, % at 10.4 µM | 360,000 tested, 0.14% active;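 active = mean normalized replicate activity at least 40 and at least half of replicates scoring 40 or more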;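 note: 0% = median of neutral control wells and 100% = median of positive control wells; inhibitors cause a drop in the FAM fluorescence signal; in these data hits start at about 50%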
# RAD52 inh: RAD52 DNA annealing inhibitors, primary screen, biochemical, FRET, single point, set 2; recombinant RAD52 DNA annealing, FRET fluorescence; DNA repair protein RAD52 homolog (Homo sapiens), P43351; inhibition, % at 18.7 µM; 360,000 tested, 0.46% active; AID 651710, 2012;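 active = every replicate showing at least 50% inhibition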
# Target sequence (P43351 whole entry, looked up): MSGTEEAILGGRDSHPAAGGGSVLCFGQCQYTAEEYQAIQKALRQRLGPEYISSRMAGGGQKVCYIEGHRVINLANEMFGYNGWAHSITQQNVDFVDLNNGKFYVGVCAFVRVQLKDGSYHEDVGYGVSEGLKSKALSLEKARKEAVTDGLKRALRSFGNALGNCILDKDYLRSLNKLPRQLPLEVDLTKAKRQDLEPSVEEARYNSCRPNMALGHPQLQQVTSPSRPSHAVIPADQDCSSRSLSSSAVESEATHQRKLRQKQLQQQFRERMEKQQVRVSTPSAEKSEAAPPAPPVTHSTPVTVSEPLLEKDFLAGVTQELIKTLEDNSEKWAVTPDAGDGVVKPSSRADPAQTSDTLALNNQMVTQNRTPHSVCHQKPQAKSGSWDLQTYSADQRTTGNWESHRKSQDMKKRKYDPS
# esBAF inh: Bmi1 luciferase reporter increase in mESCs, primary screen, esBAF inhibitor project, mouse ES cells, Bmi1 luciferase knock-in, single point. 24 h; 100% = twice the neutral-well signal. reporter increase, % at 12.5 µM. 350,000 tested, 2% active; in the data active = activation above about 40%;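 note: 0% = median of the plate's neutral control wells and 100% = double that signal; a rise in the Bmi1 reporter signal indicates esBAF inhibition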
# FN deposition inh: inhibitors of fibronectin matrix deposition, primary screen, AH1F cells, Alexa488-fibronectin fluorescence, plate reader | inhibition, % at 12.6 µM | 350,000 tested, 0.086% active | AH1F fibroblasts, overnight;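 active = mean inhibition across replicates of 30% or more, regardless of how many single replicates reach that level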;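 note: positive control wells lacked labelled fibronectin entirely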
#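 Assay system: AH1F fibroblasts / Quantity: 10000 cells per well / Medium: DMEM plus 2% serum, read in PBS / Reagent: labelled fibronectin 24 nM / Dosing: single dose, pinned / Times: 1 h cell attachment, overnight exposure to compound and label / Signal: fluorescence, ex 485 nm, em 525 nm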
# E-selectin induc: E-selectin induction in HUVECs, primary screen, imaging, HUVEC, immunofluorescence imaging, single point | normalized: neutral wells 0, TNF-alpha wells 100 | activation, % at 7.58 µM | 260,000 tested, 0.37% active | AID 686992, 2013;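 active = mean E-selectin-positive cell signal at least 10% of the positive control, reached in at least 60% of replicates, without over 20% cell loss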;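 note: in these data hits start at about 27%; measured in HUVEC primary endothelial cells; signal is the percent of cells scored E-selectin positive by PE staining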
# Target sequence (P16581 whole entry, looked up): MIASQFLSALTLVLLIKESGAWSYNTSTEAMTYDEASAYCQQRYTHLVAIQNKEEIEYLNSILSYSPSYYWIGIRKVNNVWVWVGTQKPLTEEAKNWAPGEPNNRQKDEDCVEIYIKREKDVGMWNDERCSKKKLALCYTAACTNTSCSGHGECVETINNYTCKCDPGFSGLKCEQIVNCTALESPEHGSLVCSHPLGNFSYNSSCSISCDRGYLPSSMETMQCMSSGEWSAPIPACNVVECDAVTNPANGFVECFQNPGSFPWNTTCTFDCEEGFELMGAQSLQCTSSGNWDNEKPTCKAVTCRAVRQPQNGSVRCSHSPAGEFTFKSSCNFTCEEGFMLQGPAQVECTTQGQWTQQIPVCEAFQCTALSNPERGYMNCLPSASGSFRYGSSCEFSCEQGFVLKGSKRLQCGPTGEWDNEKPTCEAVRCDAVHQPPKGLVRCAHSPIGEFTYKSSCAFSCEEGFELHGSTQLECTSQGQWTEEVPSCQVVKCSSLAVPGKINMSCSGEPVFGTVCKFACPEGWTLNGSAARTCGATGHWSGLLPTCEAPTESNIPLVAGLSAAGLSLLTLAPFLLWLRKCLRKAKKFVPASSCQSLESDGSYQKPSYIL
#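 assay system = HUVEC, human umbilical vein endothelial cells | input = 3,000 HUVEC seeded per well | medium = EGM-2 growth medium on 0.1% gelatin-coated wells | dosing = one compound dose added by pin transfer | signal = immunofluorescence imaging | read-out basis = % PE-positive cells | control set = TNF-alpha, DMSO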
# The depositor's hits bear a star; nt = no result given; & = joins results of further samples; ! = not active in a repeat.
SMILES,EWS-Fli inh,S100A4 inh HTS,XiGFP reactiv,RAD54 branch,RAD52 inh,esBAF inh,FN deposition inh,E-selectin induc
C#CCOCCOCCOCCNc1nc(N2CCN(C(=O)[C@H](Cc3ccc(O)cc3)n3cc([C@@H](N)C(C)CC)nn3)CC2)nc(N2CCN(C(=O)[C@H](Cc3cc4ccccc4[nH]3)n3cc([C@@H](N)CC(C)C)nn3)CC2)n1 (stereo not given in full),-9,-2,0.0,nt,-40,nt,0,0.1
COc1ccc(C(=O)N2CCn3c(C)ccc3C2C)cc1 (stereo not given),-13,-2,0.4,-9,-61,-9,nt,nt
COc1ccc(CNC(=O)c2ccc(Cn3nc(C)cc3C)o2)cc1,nt,-3,-0.1,2,-15,0,-5,nt
Cc1nc(SCC(=O)NC2CCCCC2C)c(C#N)c(C)c1C (stereo not given),2,-2,0.9,-5,-6,10,-5,1.2
Cc1ccc(-c2ccc(C3[C@@H]4CN(Cc5cccnc5)C[C@H]3N4)cc2)cc1 (stereo not given in full),28&3,0&-4,0.0&0.0,nt,53*!,nt,-6&1,0.0&0.1
COc1ccc(C(=O)NC2(C(F)(F)F)NC(=O)N(CCCc3ccccc3)C2=O)cc1OC (stereo not given),2,-3,0.1,-2,-11,nt,8,1.4
COc1ccc(OC)c(C2=NS(=O)(=O)N(C)C(C(=O)Nc3ccc(F)cc3F)=C2)c1,9,3,0.0,-17,-58,-2,-3,nt
CCCC#Cc1ccc2c(c1)O[C@@H](CN(C)CCC)[C@H](C)CN([C@@H](C)CO)S2(=O)=O,16,-2,-1.2,0,-18,7,nt,0.3
Cc1ccc(NC(=O)C2Cc3ccccc3CN2C(=O)c2ccco2)cc1S(=O)(=O)N(C)C (stereo not given),-24,23,0.0,6,-32,-1,-11,11
COC(=O)N(C)C[C@@H]1OCc2ccccc2-c2ccccc2C(=O)N([C@H](C)CO)C[C@@H]1C,-4,-6,-0.1,5,3,3,-2,3.3
Cn1c(SCC(=O)C(C)(C)C)nnc1-c1ccc(F)cc1,-3,-8,0.0,nt,3,nt,-14,-2.2
COc1cccc(C(=O)Nc2cccnc2)c1,-22,-1,-0.1,nt,-6,nt,0,1.3
OCCCc1cn(Cc2ccccc2)c2ccccc12,5,6,0.0,0,-21,4,15,0.0
CCCCn1nc(NC(=O)COC)c2cc3cc(OC)ccc3nc21,-2,-15,-0.1,-4,-18,10,5,nt
Cc1cccc(C)c1NC(=O)COC(=O)CN1C(=O)C2CCCCC2C1=O (stereo not given),-5,-6,0.0,-5,-16,0,-2,nt
Cc1ccccc1-c1ccc2c(c1)O[C@H](CN(C)Cc1ccc(C(=O)O)cc1)[C@@H](C)CN([C@@H](C)CO)S2(=O)=O,1,-5,0.3,4,5,0,0,0.3
O=C1C=C(c2ccc3c(c2)OCO3)C[C@@H](c2ccc3c(c2)OCO3)C1,-1,-6,0.1,1,-54,-2,-14,0.1
COc1ccccc1NS(=O)(=O)c1cc(NC(C)=O)ccc1N1CCCCC1,-6,-3,0.0,11,-7,-9,-2,2.4
CCn1c(CSCc2c(Cl)cccc2Cl)n[nH]c1=S,6,-4,0.3,-1,-8,-2,-2,nt
COC(=O)C[C@H]1C[C@H]2c3cc(NC(=O)C4CCOCC4)ccc3O[C@H]2[C@H](CO)O1,-3,1&8,0.1&0.0,-7,-6&3,0,8&3,nt

# Overlap with the part before: 5 entries; new compounds follow.
SMILES,EWS-Fli inh,S100A4 inh HTS,XiGFP reactiv,RAD54 branch,RAD52 inh,esBAF inh,FN deposition inh,E-selectin induc
Cc1ccccc1-c1ccc2c(c1)O[C@H](CN(C)Cc1ccc(C(=O)O)cc1)[C@@H](C)CN([C@@H](C)CO)S2(=O)=O,1,-5,0.3,4,5,0,0,0.3
O=C1C=C(c2ccc3c(c2)OCO3)C[C@@H](c2ccc3c(c2)OCO3)C1,-1,-6,0.1,1,-54,-2,-14,0.1
COc1ccccc1NS(=O)(=O)c1cc(NC(C)=O)ccc1N1CCCCC1,-6,-3,0.0,11,-7,-9,-2,2.4
CCn1c(CSCc2c(Cl)cccc2Cl)n[nH]c1=S,6,-4,0.3,-1,-8,-2,-2,nt
COC(=O)C[C@H]1C[C@H]2c3cc(NC(=O)C4CCOCC4)ccc3O[C@H]2[C@H](CO)O1,-3,1&8,0.1&0.0,-7,-6&3,0,8&3,nt
CC(NC(=O)C(NC(=O)OCc1ccccc1)C(C)O)C(=O)OCc1ccccc1 (stereo not given),-8,4,-0.2,nt,-8,nt,8,-0.2
OC[C@H]1[C@H](c2ccc(C#CC3CC3)cc2)[C@@H]2CN(CCC(F)(F)F)CCCCN12,-2,3,nt,3,31,nt,nt,nt
CN(CC(=O)Nc1ccccc1Cl)C(=O)COC(=O)C1CC1,2,3,0.3,-4,-6,-9,-7,1.0
N#CCSc1nnc(-c2c[nH]c3ccccc23)o1,-17,-1,0.6,3,-29,nt,nt,0.2
COC(=O)Cn1nnc(-c2cccc(OC)c2)n1,9,5,nt,0,-11,-2,nt,nt
C[C@@H]1CN([C@H](C)CO)C(=O)c2cc(C#Cc3ccccc3)cnc2O[C@H]1CN(C)Cc1ccccn1,6,-42,-1.3,-3,-20,-1,nt,0.2
COc1ccc(NC(=O)COc2ccccc2C)cc1S(=O)(=O)N1CCCCC1,14,-2,0.2,3,-27,4,4,nt
COc1ccc(CCNC(=O)c2cc3sc(Cl)cc3n2C)cc1OC,-12,0,0.0,0,-6,-3,-5,-0.7
CC(C)CC#Cc1ccc2c(c1)O[C@@H](CN(C)C(=O)Cc1ccccn1)[C@@H](C)CN([C@@H](C)CO)S2(=O)=O,20,-13,0.0,-1,4,7,-9,-0.1
CN(C)C(=O)C[C@H]1C[C@@H]2c3cc(NC(=O)Nc4ccccc4)ccc3O[C@@H]2[C@H](CO)O1,-6,nt,-0.1,-10,nt,-3,-4,-0.5
C[C@@H]1CCCCO[C@@H](CN(C)S(=O)(=O)c2cn(C)cn2)[C@@H](C)CN([C@@H](C)CO)C(=O)c2cc(NS(=O)(=O)c3cccs3)ccc2O1,-2,1,0.0,4,7,2,nt,0.1
CCC(=O)Nc1ccc2c(c1)OC[C@H](C)N(Cc1ccccc1OC)C[C@@H](C)[C@@H](OC)CN(C)C2=O,-1,12,0.0,1,-3,4,-18,0.0
Cc1ccccc1C(=O)c1cn[nH]c1-c1ccccc1O,-3,-5,0.2,-12,-1,8,14,0.3
O=c1nc(N/N=C/c2c[nH]c3ccccc23)cn[nH]1,-50,2,-0.1,nt,-20,nt,4,nt
Cc1ccc(NC(=O)c2noc(C(C)C)c2[N+](=O)[O-])cc1,-10,-34,0.0,nt,-12,nt,-7,nt
CCOc1nc2cnccc2n(CC(=O)Nc2ccc(C)c(C)c2)c1=O,-4,12,0.0,-6,-97,4,-2,nt
CCCCn1c(N)c(N(CC(C)C)C(=O)C2=NN(c3cc(C)ccc3C)C(=O)CC2)c(=O)[nH]c1=O,-2,1,-0.1,1,-2,nt,nt,-0.1
O=C(CCN1C(=O)c2ccccc2S1(=O)=O)NCc1ccccc1,1,0,-0.2,-1,-13,-3,9,0.2
CCN(CC)C1CCN(C(=O)c2cc(COc3cccc4cccnc34)on2)C1 (stereo not given),nt,-2,0.1,-2,-11,3,-7,nt
CC(=O)Nc1ccccc1C(=O)N1CCN(Cc2ccccc2)CC1,-1,19,0.4,nt,7,nt,8,nt
COc1ccc(NC(=S)Nc2ncccc2C)cc1OC,-111,-1,0.0,nt,1,nt,-5,nt
Oc1ccc2nnc3c(Br)cnn3c2c1,1,5,0.2,-63,-35,-3,-5,0.4
C[C@H](CO)N1C[C@H](C)[C@@H](CN(C)C(=O)c2ccncc2)OCc2cn(nn2)CCCC1=O,-5&2&15,-22&1&-5,-0.6&-0.1,2&15,21&1&-9,-4&-2,5&-6,0.1&0.0
Cc1ccc(S(=O)(=O)N[C@@H]2CC[C@@H](CCNC(=O)Cc3ccccn3)O[C@H]2CO)cc1,-1,-5,-0.3,0,-23,3,nt,0.1
O=C(C[C@H]1CC[C@H](NC(=O)Nc2cc(F)ccc2F)[C@@H](CO)O1)Nc1ccc(-c2ccccc2)cc1,1,6,-0.1,-14,5,9,-22,-0.2
CCCC(=O)Nc1ccc2c(c1)OC[C@H](C)N(C)C[C@@H](C)[C@H](OC)CN(C)C2=O,-3,-23,0.8,-10,1,4,-7,-0.2
COc1ccc2c3c(n(C)c2c1)[C@@H](CO)N(Cc1cccc(Cl)c1)CC31CCN(C(=O)C2CC2)CC1,5,-39,0.0,nt,-17,nt,-9,0.0
N#C[C@@H]1[C@H](c2ccc(C3=CCCC3)cc2)[C@H](CO)N1S(=O)(=O)c1cccc(F)c1,6,0,0.1,10,-80,-1,-4,-0.6
Nc1cc2c(cc1Br)[nH]c(=O)c1ccccc12,52*,-25,2.2,nt,-5,nt,-4,5.1
CC(NCC(=O)NCC(=O)Nc1ccc(F)cc1)c1cccc(C(F)(F)F)c1 (stereo not given),4,17,0.9,3,-6,-7,-5,0.5
N#C/C(=C\c1cccs1)c1nc2ccccc2[nH]1,nt,nt,0.0,-3,nt,nt,-7,0.5
CCCCCCCCN1C(=O)[C@H](CC(=O)N2CCOCC2)C[C@@]2(C(=O)OCC)CCCC=C12,2,-1,0.9,nt,6,nt,10,-0.1
CCCCn1c(N)c(N(CC(C)C)C(=O)c2ccc(-n3c(C)ccc3C)cc2)c(=O)[nH]c1=O,3,-3,0.0,-3,-42,nt,-7,-0.5
O=S(=O)(c1ccc(-c2ccon2)s1)N1CCOCC1,11,5,0.0,nt,-12,-10,5,nt
CCn1c(C)nc2cc(S(=O)(=O)Nc3ccc(C)cc3)ccc21,4,-5,0.1,1,-16,-6,nt,nt
C/C=C/c1ccc2c(c1)O[C@@H](CN(C)C(=O)Nc1ccccc1)[C@H](C)CN([C@@H](C)CO)S2(=O)=O,-6,1,0.1,-4,6,-1,-5,0.4
COCC(=O)N1[C@H](C#N)[C@H](c2ccccc2C2=CCCC2)[C@H]1CO,9,-1,0.0,nt,-32,nt,0,0.0
CCOC(=O)N1CCC(=NNC(=O)c2ccc(O)cc2)CC1,nt,nt,0.0,-5,nt,nt,0,0.1

# Single records, from the list above. Values in the order: EWS-Fli inh | S100A4 inh HTS | XiGFP reactiv | RAD54 branch | RAD52 inh | esBAF inh | FN deposition inh | E-selectin induc
# CCCCCCCCN1C(=O)[C@H](CC(=O)N2CCOCC2)C[C@@]2(C(=O)OCC)CCCC=C12 across the screens: 2 | -1 | 0.9 | nt | 6 | nt | 10 | -0.1
# Oc1ccc2nnc3c(Br)cnn3c2c1 across the screens: 1 | 5 | 0.2 | -63 | -35 | -3 | -5 | 0.4
